FLuc counter = counter-screen for miR-21 project: firefly luciferase inhibitors or activators; P08659; purified FLuc, Km substrates, luminescence inhibition; Potency, µM (titrated, usually from 57.5 µM), inactives show at the highest dose activity change, negative = inhibition, usual class: inhibitors; actives 6.9% (n = 360,000); AID 588342;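 note: potency is the fitted concentration of half-maximal effect; plate controls were vehicle for no effect and reference inhibitor for full effect; nearly all actives have a fitted effect of over 55% in size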
Target sequence (P08659 whole entry, looked up): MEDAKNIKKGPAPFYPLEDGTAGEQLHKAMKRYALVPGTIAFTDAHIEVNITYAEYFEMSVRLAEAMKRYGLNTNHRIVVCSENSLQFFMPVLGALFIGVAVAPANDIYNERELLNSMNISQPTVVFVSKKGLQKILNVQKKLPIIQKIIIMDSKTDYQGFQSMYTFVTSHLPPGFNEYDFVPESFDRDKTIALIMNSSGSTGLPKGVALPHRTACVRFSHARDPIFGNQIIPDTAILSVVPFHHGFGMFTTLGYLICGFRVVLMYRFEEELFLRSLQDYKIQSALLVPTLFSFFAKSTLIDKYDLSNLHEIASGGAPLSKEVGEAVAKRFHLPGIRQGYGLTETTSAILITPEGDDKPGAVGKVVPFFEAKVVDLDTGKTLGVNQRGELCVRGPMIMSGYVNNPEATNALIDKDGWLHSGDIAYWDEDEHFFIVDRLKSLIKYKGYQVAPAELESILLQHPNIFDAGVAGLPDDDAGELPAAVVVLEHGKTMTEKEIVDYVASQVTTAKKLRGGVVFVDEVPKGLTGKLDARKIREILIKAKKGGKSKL
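Purified P. pyralis luciferase (10nM final) with 10uM D-luciferin and 10uM ATP (Km levels) in 50mM Tris acetate pH 7.5, 10mM Mg acetate, 0.01% Tween-20, 0.05% BSA; qHTS 6-point titration, ~60 µM downward; luminescence read.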
VP16 counter = inhibits Gal4-VP16 luciferase reporter, ROR gamma counter-screen | Drosophila S2 Gal4-VP16 UAS-luciferase, luminescence, 20 h | Potency, µM (series often up to 53.6 µM), for the others: at the highest dose activity, negative = inhibition, hits mostly inhibitors | actives 3.5% (n = 310,000) | AID 2546;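 note: Gal4-VP16 expression switched on by copper sulfate through the metallothionein promoter; potency is the fitted concentration of half-maximal effect; % is set by controls: 0 for no effect and ±100 for the full control effect; nearly all actives have a fitted effect of over 50% in size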
Rab9 prom act = Rab9 promoter activation; Huh7 Rab9 promoter-luciferase reporter, luminescence, 24 h; Potency, µM (series often up to 9.22 µM), without a hit: top-dose activation, negative = inhibition, most hits filed as activators; actives 2.8% (n = 320,000); AID 485297; note: potency is the fitted concentration of half-maximal effect; % of control where 0% means no effect; nearly all actives have a fitted effect of over 60% in size
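Huh7 cells stably carrying a Rab9 promoter-luciferase reporter, 1500 cells per well in OP-MEM I with 10% FBS, treated with compound 24 hours at 37C. Luciferase activity read by luminescence after 10 minutes with Amplite reagent.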
KCNH2 3.1 block = KCNH2 3.1 (human) potassium channel inhibition; actives 0.95% (n = 340,000); U2OS KCNH2 3.1, thallium flux FluxOr; active compounds read low; AID 720553; activity change, % (tested at about 1.8 µM);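 active = maximum activity change below -70%; inconclusive = maximum activity change from -70% to -50%; inactive = maximum activity change above -50%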;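 note: thallium influx rate constant from kinetic fluorescence after stimulation buffer; % is set by controls: 0 for no effect and ±100 for the full control effect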
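Channel expression came from 3.1 mutant virus (1.77 x 10^8 /mL) applied to suspended U2OS cells for 4 h. Flux was tracked with FluxOr dye plus Red40 quencher, and kinetic rate constants normalized to controls.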
RORgamma inh = ROR gamma (mouse) transcription inhibition; P51450; Drosophila S2 Gal4-RORgamma UAS-luciferase reporter, 20 h; Potency, µM (series often up to 53.6 µM), for the others: at the highest dose activity change, negative = inhibition, actives largely listed as inhibitors; actives 5.4% (n = 310,000); AID 2551; note: potency is the fitted concentration of half-maximal effect; % is set by controls: 0 for no effect and ±100 for the full control effect; nearly all actives have a fitted effect of over 60% in size
Target sequence (P51450 whole entry, looked up, the tested form may be a part): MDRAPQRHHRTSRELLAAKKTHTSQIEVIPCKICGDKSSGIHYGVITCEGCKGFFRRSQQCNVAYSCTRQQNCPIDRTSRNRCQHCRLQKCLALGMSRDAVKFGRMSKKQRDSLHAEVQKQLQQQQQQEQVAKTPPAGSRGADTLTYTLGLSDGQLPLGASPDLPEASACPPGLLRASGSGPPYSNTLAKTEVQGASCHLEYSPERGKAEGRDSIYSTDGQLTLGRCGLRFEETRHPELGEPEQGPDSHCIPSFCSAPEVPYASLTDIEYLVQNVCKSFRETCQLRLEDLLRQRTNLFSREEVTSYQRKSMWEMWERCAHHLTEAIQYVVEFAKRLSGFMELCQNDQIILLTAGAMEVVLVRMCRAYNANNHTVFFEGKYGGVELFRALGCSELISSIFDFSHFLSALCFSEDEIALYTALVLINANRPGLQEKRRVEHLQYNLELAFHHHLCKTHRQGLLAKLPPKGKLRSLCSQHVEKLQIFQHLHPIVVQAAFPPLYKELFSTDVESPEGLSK
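Stable Schneider cell line, Gal4 DNA-binding domain fused to ROR gamma, UAS-luciferase. Cmpd 1 hr RT → CuSO4 700 uM final → 20 hr RT → luciferase reagent 10 min → luminescence.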
Menin MLL FP TR = inhibitors of human menin-MLL interaction, mutant MLL peptide. Menin + Texas Red MLL mutant peptide, fluorescence polarization. Potency, µM (series often up to 61.6 µM), for inactives: at the top dose FP activity change, negative = inhibition, most hits filed as inhibitors. actives 0.23% (n = 270,000). O00255; active = well fitted inhibition curve with a large enough effect in the polarisation, with a control signal flat, not every such curve was filed as active; inconclusive = small, poorly fitted or top-dose-only effect, or effect the other way, or a change in a side signal; inactive = no such curve, though single readings can be large or run the other way; the % refers to the polarisation; note: potency is the fitted concentration of half-maximal effect; % of control where 0% means no effect; many of its hits are not listed in these tables
MBNL1 CUG block = inhibitors of human MBNL1 binding to CUG repeat RNA; TR-FRET MBNL1-His/biotin-(CUG)12 binding, 665/545 ratio; Potency, µM (titrated, usually from 57.5 µM), for the others: at the top dose activity change, negative = inhibition, most hits filed as inhibitors; actives 0.036% (n = 280,000); active = well fitted inhibition curve with a large enough effect in the signal ratio, with a control signal flat, not every such curve was filed as active; inconclusive = small, poorly fitted or top-dose-only effect, or effect the other way, or a change in a side signal; inactive = no such curve, though single readings can be large or run the other way; the % refers to the signal ratio; note: potency is the fitted concentration of half-maximal effect; % is set by controls: 0 for no effect and ±100 for the full control effect
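Compounds (final 92 nM to 58 uM) are added to His-tagged MBNL1 and biotin-(CUG)12, then terbium anti-His antibody and streptavidin-XL665 (5 nM final). After 60 min at room temperature, the 665/545 nm ratio is read.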
NPC1 prom act = activators of NPC1 promoter. Potency, µM (titrated, usually from 9.22 µM), for the others: at the highest dose activation, most hits filed as activators. AID 485313. Huh7 NPC1 promoter luciferase reporter, 24 h. actives 2.4% (n = 320,000);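 note: potency is the fitted concentration of half-maximal effect; % of control where 0% means no effect; nearly all actives have a fitted effect of over 60% in size; reporter is driven by a mutant NPC1 promoter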
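Huh7 cells stably carrying NPC1 promoter–luciferase, plated in Opti-MEM with 10% FBS for 2 h, were exposed to compound in DMSO for 24 h at 37 °C; luciferase reagent was added for 10 min and luminescence read.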
Mito fusion yeast = mitochondrial division inhibition or fusion activation; S. cerevisiae fusion-defective mutant growth rescue, CellTiterGlo 48 h; AID 485298; actives 0.23% (n = 320,000); Potency, µM (series often up to 46.1 µM), for inactives: at the highest dose growth rescue (activation), most hits filed as activators;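 note: potency is the fitted concentration of half-maximal effect; % of control where 0% means no effect; nearly all actives have a fitted effect of over 45% in size; temperature-sensitive fusion mutants such as fzo1-1 at 37 °C on non-fermentable ethanol glycerol medium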
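Growth-rescue viability read-out: after 48 h at the non-permissive 37C in glycerol/ethanol YPEG, yeast mitochondrial fusion mutants are measured by CellTiterGlo luminescence; compounds (23 nl pinned per well) restoring growth score as division inhibitors or fusion activators.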
PKM2 activator = activators of human pyruvate kinase M2 | P14618 | purified PKM2, Kinase-Glo ATP luminescence, activation; response scale: 0% is enzyme alone, no compound | Potency, µM (series often up to 57.5 µM), inactives show top-dose activation, usual class: activators | actives 0.34% (n = 260,000) | AID 1631; note: potency is the fitted concentration of half-maximal effect; % is set by controls: 0 for no effect and ±100 for the full control effect; nearly all actives have a fitted effect of over 55% in size
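hPK-M2, >95% pure; 0.1 mM ADP / 0.5 mM PEP final; imidazole pH7.2 buffer w/ 7 mM MgCl2, 50 mM KCl; 1 h RT; Kinase-Glo lum. Intermediate enzyme activity for dual inhibitor/activator qHTS.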
ELG1 repair inh = blocks ELG1-dependent DNA repair in HEK293T cells | actives 2.3% (n = 330,000) | Potency, µM (titrated, usually from 46.1 µM), without a hit: top-dose activity change, negative = inhibition, usual class: inhibitors | HEK293T ELG1-luciferase reporter, luminescence, 16 h; DNA damage induced by 5-fluorouridine; note: potency is the fitted concentration of half-maximal effect; % is set by controls: 0 for no effect and ±100 for the full control effect; nearly all actives have a fitted effect of over 55% in size
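Overnight (16 hr) co-exposure of 2,000 cells/well to 5-fluorouridine and compound at 37 °C preceded detection. Luciferase was quantified via ONE-Glo luminescence; loss of signal denotes inhibition.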
Numbers without * were called inactive; ? = inconclusive; . = not tested or not shown; [ ] = remark or other dose. Unless noted, calls come from the whole dose curve; as a rule, active = well fitted curve in the direction sought with a large enough effect; inconclusive = small, poorly fitted or top-dose-only effect, or another doubt; inactive = no such curve, though single readings can be large; an effect the other way counts as inactive or inconclusive. Only part of the results is shown; count on the stated rates, not on these rows.

SMILES | FLuc counter | VP16 counter | Rab9 prom act | KCNH2 3.1 block | RORgamma inh | Menin MLL FP TR | MBNL1 CUG block | NPC1 prom act | Mito fusion yeast | PKM2 activator | ELG1 repair inh
O=C(c1ccc2nc(Cc3cccc(Cl)c3)oc2c1)N1CCC[C@H]1CO | 1% | 0% | 8% | 0 | 24% | . | 4% | 1% | 4% | . | 0%
O=C(CCS(=O)(=O)c1ccccc1)Nc1cccc2c1C(=O)NC2=O | -6% | 8% | -1% | -3 | 17% | ? | 2% | 1% | -2% | -4% | 4%
O=C(COC(=O)Cc1ccc(-c2ccccc2)cc1)NCc1ccccc1 | ? | -14% | 1% | 7 | 20% | -16% | -5% | -1% | -1% | 2% | -10%
COc1ccc(-c2ccc(CCC(=O)O)n2CC(C)C)cc1 | 9% | -2% | 1% | 6 | 19% | 6% | 7% | 1% | 13% | 29% | 0%
O=[N+]([O-])c1ccc(-n2nncc2-c2ccc(Cl)cc2)cc1 | 2% | 9% | 0% | -6 | 6% | -3% | ? | 0% | 6% | -2% | -3%
COc1ccccc1CNC(=O)c1ccccc1N(C)S(C)(=O)=O | 0% | 8% | -4% | 12 | 3% | 4% | -3% | 0% | 0% | -3% | 7%
CCOC(=O)CC1C(=O)NCCN1Cc1ccc(OC)c(OC)c1 (stereo unspecified) | 0% | 1% | 3% | 6 | -7% | 18% | 3% | -3% | -3% | -2% | 12%
CN(c1ccccc1)c1cc(=O)[nH]c(=O)[nH]1 | -2% | -3% | -5% | 10 | 8% | 7% | -4% | -1% | -4% | 2% | -12%
Cc1ccc(NC(=O)CSc2nncn2-c2ccccn2)cc1Cl | 1% | 3% | 0% | 11 | 5% | ? | -10% | 1% | 3% | 2% | -3%
CCOC(=O)C1CCCN(C(=O)c2ccc(OCC)cc2)C1 (stereo unspecified) | 3% | -9% | 1% | -25 | -9% | -10% | -2% | 0% | 1% | -4% | 7%
COc1cc(CC(=O)OCC(=O)NC2CCCC2)cc(OC)c1OC | 0% | . | -1% | 17 | . | . | . | -3% | 4% | . | 2%
COc1ccc(CCNC(=O)c2ccccc2NS(=O)(=O)c2c(F)cccc2F)cc1 | -12% | -5% | 0% | 4 | 1% | 27% | -1% | -21% | 10% | . | -8%

Sorted by count of non-hydrogen atoms (falling): some entries from above.
SMILES | FLuc counter | VP16 counter | Rab9 prom act | KCNH2 3.1 block | RORgamma inh | Menin MLL FP TR | MBNL1 CUG block | NPC1 prom act | Mito fusion yeast | PKM2 activator | ELG1 repair inh
O=C(CCS(=O)(=O)c1ccccc1)Nc1cccc2c1C(=O)NC2=O | -6% | 8% | -1% | -3 | 17% | ? | 2% | 1% | -2% | -4% | 4%
COc1ccccc1CNC(=O)c1ccccc1N(C)S(C)(=O)=O | 0% | 8% | -4% | 12 | 3% | 4% | -3% | 0% | 0% | -3% | 7%
O=[N+]([O-])c1ccc(-n2nncc2-c2ccc(Cl)cc2)cc1 | 2% | 9% | 0% | -6 | 6% | -3% | ? | 0% | 6% | -2% | -3%

(cont.)
SMILES | FLuc counter | VP16 counter | Rab9 prom act | KCNH2 3.1 block | RORgamma inh | Menin MLL FP TR | MBNL1 CUG block | NPC1 prom act | Mito fusion yeast | PKM2 activator | ELG1 repair inh
Cc1ccc(CNC(=O)CN(C)S(=O)(=O)c2cccc3cccnc23)cc1 | 2% | -3% | -3% | 1 | 1% | 3%[11.7 µM] | -8% | -2% | -1% | -2% | -9%
CN(CC(=O)Nc1ccccc1F)CC(=O)Nc1ccc(F)c(F)c1F | -1% | -11% | 0% | -8 | -1% | 3% | 3% | -5% | 0% | 0% | 3%
NC(=O)NC(CC(=O)NNC(=O)c1ccccn1)c1ccc(Cl)cc1 (stereo unspecified) | -2% | . | -16% | 8 | . | . | . | 0% | 3% | . | 9%
O=C(Cn1nnc(-c2ccncc2)n1)N1CCc2ccccc21 | 2% | -12% | -10% | -7 | -24% | 4% | 4% | 1% | -5% | 7% | 10%
CCOCCc1nnc(NC(=O)c2ccc(OC)c(OC)c2)s1 | -2% | -15% | -5% | 6 | 8% | -13% | -2% | 8% | 2% | -2% | 24%
CC(NC(=O)c1ccccc1F)c1nnc(SCC(=O)NC2CCCC2)n1C (stereo unspecified) | -3% | 1% | 0% | 8 | -8% | . | -5% | -2% | -5% | . | 5%
N#CC(C#N)=C1C=CC=CN1/C(=C\c1ccccc1)C(=O)c1cccs1 | 19µM* | ? | 1% | 9 | 14% | -1% | ? | -3% | 15% | -11% | -14%
C=CCN(c1ccc(C(=O)Nc2ccc(C)c(C)c2)cc1)S(C)(=O)=O | ? | 5% | -5% | 7 | ? | 6% | -16% | 3% | 1% | 3% | -3%
Cc1cc(C)cc(N(CCC#N)C(=O)COC(=O)CN2C(=O)NC(C)(C)C2=O)c1 | -2% | . | 1% | -8 | . | . | . | -5% | 0% | . | 3%
CN(C)CC(C)(C)CNS(=O)(=O)c1ccc(OC(F)(F)F)cc1 | -1% | 1% | -1% | -11 | -1% | -11% | -1% | -5% | 5% | 0% | -9%
COc1cccc(/C=C(\C(=O)O)c2ccccc2)c1 | ? | -8% | 0% | -5 | -7% | 34%[activator] | -7% | -4% | 7% | -2% | 8%
Cc1ccc(S(=O)(=O)N(Cc2ccc(F)cc2)Cc2ccco2)cc1 | 1% | -8% | . | -27 | 38% | 7% | 0% | . | -1% | -3% | .
COc1ccc(C(=O)O/N=C(/c2ccccc2)c2ccncc2)cc1OC | -2% | -9% | -4% | -14 | 19% | -21% | 0% | -2% | 2% | -6% | 1%
CCCSc1nnc(NC(=O)CSc2nc3[nH]c(=O)cc(O)c3s2)s1 | -13% | . | 1% | 13 | . | . | . | -1% | 2% | . | 15%
Cc1ccccc1C(=O)O/N=C(\N)c1cccc([N+](=O)[O-])c1 | 0.6µM* | -4% | 4.5µM* | 4 | -4% | -2% | ? | ? | 7% | 3% | ?
Cc1cc(=O)n2[nH]nnc2n1 | 4% | 1% | -16% | 1 | 2% | . | -4% | 1% | -2% | -9% | 3%
Cc1ccccc1Nc1nc2ccccc2s1 | 4.8µM* | ? | 2.5µM* | 6 | ? | 2% | -5% | 3.5µM* | 10% | -2% | ?
O=C(c1cccc(Cl)c1)N1CCCC(c2ccc(Cl)cc2)=N1 | -4% | ? | 1% | -3 | ? | 7% | -9% | 1% | -9% | ? | -6%
O=C(CSc1nc(NS(=O)(=O)c2ccccc2)cc(=O)[nH]1)Nc1ccccc1C(F)(F)F | 1% | -5% | -1% | 5 | -16% | 13% | 1% | 1% | 6% | 1% | 21%
Cc1cc2c(cc1C)NC(c1cccnc1)C1=C(CC(C)(C)CC1=O)N2 (stereo unspecified) | 0% | 0% | 15% | -4 | 10% | 8% | 3% | 1% | -2% | 10% | 7%
Cc1ccc(S(=O)(=O)Cc2ccc(C(=O)N3CCCCC3C)cc2)cc1 (stereo unspecified) | 1% | 22% | 4% | -15 | 17% | 2% | 4% | -3% | -4% | -8% | -2%
Cc1ccc(/C=C2\C(=O)NC(=O)N2C)o1 | 5% | 5% | 6% | 10 | 14% | -1% | 14% | -6% | 3% | 9% | 0%
CN(c1ccccc1)S(=O)(=O)c1ccc(NC(=O)c2ccc(-c3ccccc3)cc2)cc1 | -5% | -17% | -8% | 2 | ? | 28µM* | 5% | -6% | -1% | 2% | ?
Cc1ccc2oc(C(=O)N3CCC(C(N)=O)(N4CCCCC4)CC3)c(C)c2c1 | -1% | 11% | 0% | -4 | 14% | -11% | -7% | -1% | 1% | . | -3%
CN(C)CCN(CC1CCCN(Cc2ccccc2F)C1)C(=O)c1ccc(Cl)cc1 (stereo unspecified) | 3% | -11% | -1% | -6 | 1% | ? | -1% | -1% | -4% | 2% | -1%
Cc1ccc(CNS(=O)(=O)c2c(C)[nH]c(C)c2C(=O)N2CCCC2)cc1 | 0% | 8% | -5% | -10 | 2% | 9% | -3% | 0% | -11% | . | 3%
Fc1ccc(N2CCN(C(=S)NCC3CCCO3)CC2)cc1 (stereo unspecified) | 2% | -3% | 0% | -6 | 8% | -8% | 0% | -4% | -8% | -3% | ?

Screening data (PubChem)
